Screening results: PubChem, The Scripps Research Institute Molecular Screening Center
Pf gamet viab: late stage P. falciparum gametocyte viability inhibitors, primary screen, ATP luminescence, HTS. P. falciparum stage V gametocytes, 24 h. inhibition, % at 10.9 µM. 150,000 compounds, 0.065% hits. AID 743093, 2013;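 active = inhibition above the mean plus 3 SD of compounds within the control limits, set per campaign, cut at about 38% in these data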;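 note: 0% = DMSO wells and 100% = medium only without gametocytes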
* hit, by the source's call. Not all compounds are listed; the hit share may differ from the screen's.

SMILES | Pf gamet viab
CN(Cc1ccccc1)c1ccc(C(CC(N)=O)NC(=O)c2ccc(Br)cc2)cc1[N+](=O)[O-] (stereo not drawn) | -20
COc1cccc(NC(=O)C2CCCC2)c1 | 22
CC1O[C@@H](O[C@H](C)CC/C=C/C(=O)O)C(O)C[C@H]1O (stereo partly drawn) | 7
Cc1ccc(C(=O)N2N=C(c3ccc(Br)cc3)CC2c2ccccc2O)cc1 (stereo not drawn) | 1
CN(C)c1nc(Nc2ccc(F)cc2)nc(Oc2ccc(F)cc2)n1 | 12
CC(=O)Nc1c(F)c(F)c(F)c(F)c1F | -17
COc1ccc(OC(=O)C(C)N2C(=O)c3ccccc3C2=O)cc1 (stereo not drawn) | -5
CCCCCCCCCCOC(=O)Cn1c(COc2ccccc2OC)[n+](C)c2ccccc21 | -12
COCc1cc(=O)c2ccccc2o1 | 2
COc1ccc(C(=O)N2CCN(Cc3ccc4c(c3)OCO4)CC2)cc1OC | -17
CCCCOC(=O)C1=C(C)NC(=O)NC1c1ccc2c(c1)OCO2 (stereo not drawn) | 14
O=C(NCCc1ccccc1)c1c(O)c2ccccc2[nH]c1=O | 1
CC(=O)O[C@H]1c2ccccc2-c2ccccc2[C@@H]1OC(C)=O | -9
O=c1onc(-c2ccccc2Cl)n1-c1ccccc1Cl | 14
COC(=O)CCNC(=O)c1ccc2nc(Cc3ccc(OC)cc3)oc2c1 | -28
CC(C)C1NC(C(=O)O)Cc2c1[nH]c1ccccc21 (stereo not drawn) | -8
COCCCNC(=O)Cn1cc(/C=C(\C#N)C(=O)NC2CCCC2)c2ccccc21 | 5
Cc1cc(C)cc(C(=O)N2CCN(Cc3ccc4c(c3)OCO4)CC2)c1 | 4
CCOC(=O)c1c(N2CCN(c3ccccc3)CC2)cc(C)nc1C | 16
O=C1N(c2ccccc2C(F)(F)F)O[C@@]1(c1ccccc1)C1CCCC1 | -46
N#Cc1c(NC(=O)CSc2ncccn2)oc(-c2ccccc2)c1-c1ccccc1 | 21
NC(=O)CC(NC(=O)c1cccc(Br)c1)c1ccc(NCC2CC2)c([N+](=O)[O-])c1 (stereo not drawn) | -21
CCOC(=O)C1CCCCN1Cc1ccc(-c2ccccc2)cc1 (stereo not drawn) | -28
CC1(C)c2[nH]c3ccccc3c2C[C@@H]2C(=O)N(Cc3ccccc3F)C(=O)N21 | 20
N/C(=N\OC(=O)c1ccc(F)cc1)c1cccc([N+](=O)[O-])c1 | -2
Cc1cc(C)c(S(=O)(=O)Nc2ncccc2C)c(C)c1 | 0
Cc1nc(NS(=O)(=O)c2cccc([N+](=O)[O-])c2)sc1C(C)(C)C | -6
CCOc1cc(CN2CCCC(N3CCN(c4ccc(F)cc4)CC3)C2)ccc1OC (stereo not drawn) | 5
Cc1ccccc1NC(=O)c1cccnc1 | 5
O=S(=O)(NCc1ccccn1)c1ccccn1 | 6
CC(=O)NC(c1cc(Cl)c2ccccc2c1O)C(C)C (stereo not drawn) | 0
Cc1ccc(S(=O)(=O)N2CCN(C(=O)N3CCOCC3)CC2)cc1C | 1
CS(=O)(=O)c1ccc2nc(NC(=O)c3cccc([N+](=O)[O-])c3)sc2c1 | 24
C[C@H](CO)N1C[C@H](C)[C@@H](CN(C)C(=O)Nc2ccc(C(F)(F)F)cc2)Oc2c(cccc2N(C)C)C1=O | 13
O=C(O)c1cccc(Sc2ccc(Br)cc2C(=O)O)c1 | 0
CCOc1ccc(N2CC(C(=O)Nc3cccc(S(=O)(=O)NC4=NCCC4)c3)CC2=O)cc1 (stereo not drawn) | 1
COCCN1CCN(c2c(C)c(C)nc3cc(-c4cccc(OC)c4)nn23)CC1 | -9
COc1ccc(CCN(C)C2CCCN(S(=O)(=O)N(C)C)C2)cc1OC (stereo not drawn) | -20
CCCCC(=O)NC(c1ccc(N(C)C)cc1)c1ccc2cccnc2c1O (stereo not drawn) | 6
Cc1nc(-c2ccccc2)cc(-c2ccccc2)n1 | 31
c1ccc(NC2=NCCN2CC2CCCCC2)cc1 | -27
CS(=O)(=O)N(CC(=O)N1CCCC1)Cc1ccc(F)cc1 | 14
COc1cc(NC(=O)c2ccc3c(c2)C(=O)N(CCC(C)C)C3=O)c(C(=O)O)cc1OC | -14
O=C(Cn1c(=O)oc2ccccc21)Nc1ccc(Cl)cc1 | -14
COC(=O)CCC(=O)NNC(=O)C1CC1(c1ccccc1)c1ccccc1 (stereo not drawn) | -23
CCN(CC)C(=O)CSc1nc2sc3c(c2c(=O)n1CCOC)CCC3 | 0
[O-][n+]1ccc(OCc2ccccc2)cc1 | -8
O=C(Nc1nnc(Cc2ccc(F)cc2)s1)Nc1ccccc1F | -18
CCOC(=O)c1ccc(P(=O)(c2ccccc2)c2ccccc2)cc1 | -3
CCc1c(C)nc(N2CCN(c3ccccc3F)CC2)[nH]c1=O | 19
CC1(C)CC(=O)C(C(c2ccc(Br)cc2)C2C(=O)CC(C)(C)CC2=O)C(=O)C1 | 5
O=C(Nc1nccs1)c1cc([N+](=O)[O-])ccc1Cl | -1
Cc1ccsc1CNCC(O)c1ccccc1 (stereo not drawn) | -23
COc1cccc(CNc2nc3ccccc3n2C(C)C)c1O | -3
O=C(CN1C(=O)NC2NC(=O)NC21)NC1CCCCC1 (stereo not drawn) | -6
C[C@@]12C(=O)N(Cc3ccccc3)CC(=O)N1[C@H]1c3ccccc3OC[C@@H]1[C@@H]2c1ccccc1 | 10
Cc1ccc(NC(=O)CNC(=O)c2ccc(C)o2)cc1 | 2
COc1cc(-c2nnc(-c3cc(-c4ccccc4)nc4ccccc34)o2)cc(OC)c1OC | 25
CC(C)NC(=O)C1(S(=O)(=O)c2ccccc2)CC=CC1 | -1
COC(=O)C1=CN(Cc2ccc(OC)c(OC)c2)C=C(C(=O)OC)C1c1ccc(O)cc1 | -2
Later entries.
SMILES | Pf gamet viab
CCc1ccc(/C=C\C(=O)N2CCCC2)cc1 | 4
O=S1(=O)CCO[C@H]2Cc3ccccc3[C@H]2N1Cc1ccc(F)cc1 | 11
COc1ccc(Cl)cc1NC(=O)CCN1CCN(Cc2ccccc2)CC1 | -9
COc1c(Cl)cc(Cl)cc1C(=O)Nc1ccc(CN2CCOCC2)cc1 | -18
O=C(Nc1ccc(C(=O)N2CCC(N3CCOCC3)CC2)cc1)c1ccc(Br)o1 | -14
CCC(CCCO)CCC[C@H](C)CCC1OCCO1 (stereo partly drawn) | -29
Cc1[nH][nH]c(=O)c1N=Nc1ccc(S(N)(=O)=O)cc1 | -8
CCCn1c(C(C)Nc2nc(-c3cccc(Br)c3)cs2)nc2ccccc21 (stereo not drawn) | -1
Cc1nc(N(CCO)C2CCCCC2)c2nnn(Cc3ccccc3)c2n1 | 0
CN(C(=O)c1cccc(NC(=O)C2CCCN(C(=O)OC(C)(C)C)C2)c1)C1CCC1 (stereo not drawn) | -21
CN(C)c1ccc(/C=N/Nc2nncc3ccccc23)cc1 | 7
NC(=O)c1ccc(Cn2c(C(=O)c3cc(Cl)c(N)c(Cl)c3)c3ccccc3[n+]2[O-])cc1 | -10
O=C(NC1CCN(S(=O)(=O)c2ccc(F)cc2)CC1)c1ccc(F)cc1 | 12
COc1ccccc1NC(=O)C(C)N1C(=O)c2ccccc2C1=O (stereo not drawn) | 3
CN(Cc1ccccc1)C(=O)c1nc[nH]c1C(=O)N1CCN(C(=O)OC(C)(C)C)CC1 | -1
O=[N+]([O-])c1ccc(CN2CCN(c3ccc(F)cc3)CC2)o1 | -5
C=CCC1NS(=O)(=O)OC(CCCC)C1O (stereo not drawn) | -1
C#CCOCCOCCOCCNc1nc(N2CCN(C(=O)[C@H](CCCN=C(N)N)n3cc(C(N)[C@@H](C)CC)nn3)CC2)nc(N2CCN(C(=O)[C@H](CCCCN)n3cc([C@@H](N)CC(N)=O)nn3)CC2)n1 (stereo partly drawn) | -22
COC(=O)c1cc(S(=O)(=O)N2CCCC2=O)c(Cl)cc1Cl | 6
CCOc1ccc(N(CC(=O)Nc2cccc(Br)c2)S(C)(=O)=O)cc1 | -9
CCCCCc1ccc(-c2cn(Cc3cccc(OC)c3)nn2)cc1 | 1
CC[C@@]1(c2ccccc2)C(=O)N(C(=O)OC)N1C(=O)OC | 6
Cc1ccc(C(C)C)c(OCCNCc2ccccc2)c1 | -13
CC(=O)NNc1cc(C)nc(NS(=O)(=O)c2ccc(C)cc2)n1 | 15
O=S(=O)(NCCCNS(=O)(=O)c1c(F)cccc1F)c1ccc2c(c1)OCCO2 | 14
CC1(C)S[C@@H]2[C@H](NC(=O)COc3ccccc3)C(=O)N2C1C(=O)OCC1CCCCC1 (stereo partly drawn) | -6
O=C(C[C@H]1C/C=C\CC[C@H](Cc2ccc(F)cc2)C(=O)OC[C@H]2CCCN2C1=O)NCCO | 9
COc1ccc(Oc2coc3cc(O)ccc3c2=O)cc1 | 0
COc1ccc(C(C#N)CCC2OCCO2)cc1OC (stereo not drawn) | 14
C[C@H](CO)N1C[C@H](C)[C@@H](CN(C)S(=O)(=O)c2cccs2)Oc2c(NC(=O)Cc3ccccc3)cccc2C1=O | 14
Cc1ccccc1NC(=O)Nc1ccccn1 | 4
C=CC[C@@H](CC(=O)N[C@H](CO)Cc1ccccc1)C(=O)N[C@H](C)COC(=O)[C@@H](CC=C)Cc1ccc(F)cc1 | -11
CCOc1ccc(NC(=O)CCC(=O)c2ccc(F)cc2)cc1 | 8
CCc1ccc(N(CC(=O)NC(C)(C)C)C(=O)CCC(=O)Nc2ccccn2)cc1 | -7
O=S1(=O)CCOCCCN1Cc1cccc(C(F)(F)F)c1 | -22
CCc1cccc(NC(=S)N(CCN(C)C)C(C)c2ccncc2)c1 (stereo not drawn) | -4
Clc1nc(-c2ccccc2)ncc1Oc1ccccc1 | 9
Cc1ccc(NCc2ccc([N+](=O)[O-])s2)cc1 | -6
CCOC(=O)C1(Cc2ccccc2C)CCCN(S(C)(=O)=O)C1 (stereo not drawn) | -4
CC(=O)c1cccc(NC(=O)C2C3CCC(C3)C2C(=O)O)c1 (stereo not drawn) | -9
COc1ccc([C@H]2CC(=O)C=C(c3ccccc3-c3ccccc3)C2)cc1 | -12
Cc1ccc(O)c(NC(=O)c2ccccc2-c2ccccc2C(=O)O)c1 | -6
COc1cc([N+](=O)[O-])cc(/C=N/NC(=O)C(O)(c2ccccc2)c2ccccc2)c1O | 5
C[C@@H]1CCC[C@]2(O[C@@H](CCO)C[C@H](O)[C@H]2O)O1 | -8
CCc1ccc(OCCSc2nc3ccccc3n2CC(=O)O)cc1 | 0
Cc1cccc2cc3ccccc3nc12 | -29
CCCn1c(C)cc(C(=O)CN2C(=O)c3ccccc3C2=O)c1C | -16
CC1(C)CC(=O)C=C(NCC(O)c2ccccc2)C1 (stereo not drawn) | 5
O=c1c2ccccc2nc2oc3ccccc3n12 | -18
Cc1cccc(-c2oc3ccccc3c2C#CCCO)c1 | 5
O=C(NC1=NCCS1)c1ccccc1Br | -17
CC(CC12CC3CC(CC(C3)C1)C2)NCc1ccccc1O (stereo not drawn) | 19
CC(C)=N/N=C1/NC(=O)C(Cc2ccccc2)S1 (stereo not drawn) | 11
COc1ccc(OC)c(/C=N/NC(=O)c2ccncc2)c1 | 6
COc1ccc(C(=O)/C=C/c2cccnc2)c(OC)c1 | 7
Brc1nc(-c2ccccc2)nc(-c2ccccc2)c1Br | -6
Cc1ccc(C(=O)N2CCc3ccccc32)cc1C | -23
O=[N+]([O-])c1ccc(N2CCN(Cc3ccncc3)CC2)cc1 | -3
CC(CN1CCN(Cc2ccccc2)CC1)OC(=O)c1ccco1 (stereo not drawn) | -3
CC(CCN1CCN(CCO)CC1)c1ccccc1 (stereo not drawn) | 4
Carrying on.
SMILES | Pf gamet viab
CCN(CC)CCN(CC(=O)Nc1c(C)cc(C)cc1C)C(=O)c1ccccc1 | -17
COc1ccc(S(=O)(=O)N(C)C[C@H]2Oc3ccc(NS(=O)(=O)c4cccs4)cc3C(=O)N([C@H](C)CO)C[C@@H]2C)cc1 | -31
COc1ccc(NC(=O)CN2CCN(c3c(C)cc(C)cc3C)CC2)cc1 | 16
CNC(=O)CSc1nnc(-c2ccco2)n1-c1cccc(C)c1C | -3
CC(C)COc1ccc(C(=S)N2CCCC2)cc1 | -4

Exported comma-delimited: entries from further up.
SMILES,Pf gamet viab
CC1(C)c2[nH]c3ccccc3c2C[C@@H]2C(=O)N(Cc3ccccc3F)C(=O)N21,20
N/C(=N\OC(=O)c1ccc(F)cc1)c1cccc([N+](=O)[O-])c1,-2
Cc1cc(C)c(S(=O)(=O)Nc2ncccc2C)c(C)c1,0
Cc1nc(NS(=O)(=O)c2cccc([N+](=O)[O-])c2)sc1C(C)(C)C,-6
CCOc1cc(CN2CCCC(N3CCN(c4ccc(F)cc4)CC3)C2)ccc1OC (stereo not drawn),5
Cc1ccccc1NC(=O)c1cccnc1,5
O=S(=O)(NCc1ccccn1)c1ccccn1,6
CC(=O)NC(c1cc(Cl)c2ccccc2c1O)C(C)C (stereo not drawn),0
Cc1ccc(S(=O)(=O)N2CCN(C(=O)N3CCOCC3)CC2)cc1C,1
CS(=O)(=O)c1ccc2nc(NC(=O)c3cccc([N+](=O)[O-])c3)sc2c1,24
C[C@H](CO)N1C[C@H](C)[C@@H](CN(C)C(=O)Nc2ccc(C(F)(F)F)cc2)Oc2c(cccc2N(C)C)C1=O,13
O=C(O)c1cccc(Sc2ccc(Br)cc2C(=O)O)c1,0
CCOc1ccc(N2CC(C(=O)Nc3cccc(S(=O)(=O)NC4=NCCC4)c3)CC2=O)cc1 (stereo not drawn),1
COCCN1CCN(c2c(C)c(C)nc3cc(-c4cccc(OC)c4)nn23)CC1,-9
COc1ccc(CCN(C)C2CCCN(S(=O)(=O)N(C)C)C2)cc1OC (stereo not drawn),-20
CCCCC(=O)NC(c1ccc(N(C)C)cc1)c1ccc2cccnc2c1O (stereo not drawn),6
Cc1nc(-c2ccccc2)cc(-c2ccccc2)n1,31
c1ccc(NC2=NCCN2CC2CCCCC2)cc1,-27
CS(=O)(=O)N(CC(=O)N1CCCC1)Cc1ccc(F)cc1,14
COc1cc(NC(=O)c2ccc3c(c2)C(=O)N(CCC(C)C)C3=O)c(C(=O)O)cc1OC,-14
O=C(Cn1c(=O)oc2ccccc21)Nc1ccc(Cl)cc1,-14
COC(=O)CCC(=O)NNC(=O)C1CC1(c1ccccc1)c1ccccc1 (stereo not drawn),-23
CCN(CC)C(=O)CSc1nc2sc3c(c2c(=O)n1CCOC)CCC3,0
